Source: PubChem BioAssay
GLA spleen mod: alpha-galactosidase A (human) modulation. AID 2107. human spleen homogenate, 4MU-alpha-Gal fluorescence, 40 min. P06280. Potency, µM (doses to about 80 µM), for inactives: top-dose activity change, negative = inhibition, usual class: inhibitors. hit rate 0.008% among 240,000;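 also: 0% = enzyme with vehicle and -100% = no enzyme basal signal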
Target sequence (P06280 32-429 limits assumed): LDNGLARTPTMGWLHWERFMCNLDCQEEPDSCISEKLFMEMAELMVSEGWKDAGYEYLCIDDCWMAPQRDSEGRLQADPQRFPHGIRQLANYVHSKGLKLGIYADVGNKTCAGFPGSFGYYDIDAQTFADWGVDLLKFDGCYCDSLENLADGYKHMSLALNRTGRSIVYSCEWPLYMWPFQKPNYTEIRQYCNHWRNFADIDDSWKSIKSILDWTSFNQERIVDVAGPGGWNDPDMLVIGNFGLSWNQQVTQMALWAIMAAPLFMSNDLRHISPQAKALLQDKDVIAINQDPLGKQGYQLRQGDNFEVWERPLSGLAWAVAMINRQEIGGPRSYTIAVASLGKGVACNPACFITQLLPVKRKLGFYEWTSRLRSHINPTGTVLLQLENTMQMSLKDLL
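qHTS titration in buffer at pH 5.0. Alpha-galactosidase activity in spleen homogenate was measured via 4-methylumbelliferone release from 1 mM fluorogenic substrate after 40 min at 37C and a pH 10 stop. AC50 came from Hill fits of control-normalized data.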
GAA spleen mod: lysosomal alpha-glucosidase (human) modulation. human spleen homogenate, 4-MU-alpha-glucoside fluorescence. hit rate 0.006% among 240,000. Potency, µM (series often up to 79.9 µM), inactives show top-dose activity change, negative = inhibition, most hits filed as inhibitors;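 also: 0% = enzyme with vehicle and -100% = no enzyme basal signal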
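Enzyme source: human spleen homogenate, 1 ug/well. Buffer 50 mM citric acid/K phosphate pH 5.0, 0.01% Tween-20. 4-MU-alpha-glucoside 1 mM; 37 C x 40 min; NaOH/glycine stop; fluorescence.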
GAA glycogen mod: GAA glycogen-cleavage inhibition or activation; P10253; hit rate 0.38% among 300,000; AID 2100; recombinant GAA, glycogen substrate, Amplex Red glucose oxidase fluorescence; Potency, µM (highest dose often 76.4 µM), for the others: at the top dose activity change, negative = inhibition, hits mostly inhibitors;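 also: 0% = full enzyme reaction and -100% = no-enzyme basal signal; the screen sought inhibitors and activators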
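qHTS, 1536-well; enzyme 4 nM final; cpd up to 77 uM; substrate bovine liver glycogen 30 ug; 50 mM citrate/phosphate pH 5.0, 0.01% Tween-20; 37 C, 40 min; Amplex Red detection 45 min RT; Hill fit → AC50.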
GAA inh: blocks human lysosomal alpha-glucosidase; P10253; purified human GAA, 4-MU-alpha-glucoside fluorescence; Potency, µM (titrated, usually from 76.9 µM), without a hit: top-dose activity change, negative = inhibition, usual class: inhibitors; hit rate 0.005% among 200,000;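 also: plate controls were uninhibited enzyme wells for no effect and no-enzyme background for full effect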
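Endpoint fluorogenic read: 20 min room-temperature reaction of 4 nM human alpha-glucosidase with 400 uM 4-methylumbelliferyl-alpha-D-pyranoside, pH 5.0, quenched with 1M NaOH/1M glycine pH 10. AC50 from Hill modeling.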
Tau fluor cs: counter-screen for tau fibril formation inhibitors | tau K18 P301L Alexa594 fluorescence, heparin fibrillization | Potency, µM (titrated, usually from 57.7 µM), for inactives: at the top dose activity change, negative = decrease | hit rate 0.93% among 280,000 | AID 1463; also: % is scaled to controls: 0 for no effect and ±100 for the full control effect; nearly all actives have a fitted effect of over 55% in size
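Human K18 P301L tau (15 uM unlabeled plus 0.24 uM Alexa 594-labeled, final) in 100 mM sodium acetate pH 7 was mixed with compound and 20 uM heparin and incubated 6 hr at 37 C.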
HTT cytoprotect: Huntington cell model cytoprotection by ATP luminescence. Potency, µM (top dose mostly 56.4 µM), for inactives: cytoprotection (ATP increase), most hits filed as activators. PC12 HTT-Q103 induced, cytoprotection, ATP luminescence, 40 h. hit rate 0.14% among 230,000. AID 1471;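 also: % of control where 0% means no effect; nearly all actives have a fitted effect of over 45% in size; toxic huntingtin expression switched on by the ecdysone agonist tebufenozide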
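Quantitative HTS on tebufenozide-induced (100 nM) PC12 cells expressing HTTQ103 exon 1–GFP; compounds tested as a concentration series; survival measured via cellular ATP.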
Tau fibril FP: blocks human tau fibril formation measured by polarization | hit rate 0.39% among 280,000 | K18 P301L tau heparin fibrillization, Alexa594 FP, 6 h | Potency, µM (highest dose often 57.7 µM), for inactives: at the highest dose activity, negative = inhibition, actives largely listed as inhibitors | P10636; also: % is scaled to controls: 0 for no effect and ±100 for the full control effect; nearly all actives have a fitted effect of over 55% in size
Target sequence (P10636 561-689 P618L limits assumed): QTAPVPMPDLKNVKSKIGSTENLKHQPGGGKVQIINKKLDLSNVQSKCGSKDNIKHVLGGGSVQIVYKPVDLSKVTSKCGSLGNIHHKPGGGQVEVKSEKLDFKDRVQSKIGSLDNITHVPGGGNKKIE
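Steps: dispense K18 P301L tau (15 uM plus 0.24 uM Alexa 594 tracer, final) in pH 7 sodium acetate; add compound; add heparin (20 uM final); incubate 6 hr, 37 C; add ThT (30 uM final); after 1 hr ambient, read FP.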
Tau fibril ThT: inhibitors of human tau fibril formation, thioflavin T binding | AID 1460 | hit rate 2.1% among 270,000 | Potency, µM (titrated, usually from 57.4 µM), without a hit: top-dose activity, negative = inhibition, usual class: inhibitors | recombinant tau K18 P301L (four-repeat tau fragment), heparin-induced fibrillization, ThT fluorescence; also: % is scaled to controls: 0 for no effect and ±100 for the full control effect; nearly all actives have a fitted effect of over 55% in size
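In this qHTS, human K18 P301L tau is incubated with compound and heparin for 6 hr at 37 C, and Thioflavin T fluorescence then reports fibril load.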
Numbers without * were called inactive; u = inconclusive; x = no result given; [ ] = another dose, or the depositor's remark. Calls follow the shape of the dose curve; as a rule, active = well fitted curve in the direction sought with a large enough effect; inconclusive = small, poorly fitted or top-dose-only effect, or another doubt; inactive = no such curve, though single readings can be large; an effect the other way counts as inactive or inconclusive. Potency is read from the fitted curve at half-maximal effect.

#	canonical_smiles	Tau fibril FP	GAA inh	Tau fluor cs	GAA spleen mod	GLA spleen mod	Tau fibril ThT	GAA glycogen mod	HTT cytoprotect
1	O=C1CCC/C(=N\NC(=O)c2ccc(CSc3cccc4cccnc34)cc2)C1	-6.7%	-6.7%	-10.0%	0.1%	7.0%	u	u	-12.5%[10 µM]
2	CCC(OC(=O)c1nsc(Cl)c1Cl)C(=O)NCc1cccs1 (configuration not stated)	u	-0.9%	-7.6%	-12.2%	2.0%	-0.4%	6.8%	17.7%[1.9 µM]
3	N#CCSc1ncccc1-c1nc2ccccc2[nH]1	-3.8%	0.6%	-10.9%	0.6%	-9.2%	-2.3%	1.5%	2.8%[10 µM]
4	COc1ccc(-c2nc3cc([N+](=O)[O-])ccc3o2)cc1	-2.6%	-1.5%	-12.0%	-4.0%	-5.4%	u	6.5%	-34.1%[inhibitor]
5	Cn1nc(-c2ccc(Cl)cc2)c2cc(C(=O)NCCCN3CCOCC3)sc21	u	u	-25.5%	-1.4%	-5.6%	14.7%	-8.0%	-43.1%[inhibitor]
6	Cc1occc1C(=O)N/N=C/c1cnn(C)c1C	1.3%	1.8%	0.1%	-4.1%	-1.2%	-3.6%	2.5%	22.2%[1.9 µM]
7	CC(=O)NC1CC2CCCC(C1)N2C(=O)Nc1ccc(Cl)c(C(F)(F)F)c1 (configuration not stated)	-4.3%	2.2%	-8.0%	-6.5%	-6.2%	-1.6%	-2.2%	-20.7%
8	COc1ccccc1N1CCN(Cc2ccc(OC)c3ccccc23)CC1	-6.2%	-1.7%	-28.7%	-6.7%	2.2%	u	-2.5%	-9.6%
9	COc1cc2c(cc1NC(=O)c1cccc(S(=O)(=O)N(C)C)c1)oc1ccccc12	u	-3.4%	u	9.2%	6.5%	1.8%	-7.7%	u
10	COc1cccc(NC(=O)COC(=O)Cc2ccccc2[N+](=O)[O-])c1	4.6%	1.5%	-11.4%	-2.3%	0.2%	-3.4%	-1.7%	-39.8%[inhibitor]
11	Cn1c(=O)c2c(-c3ccc(OC(F)F)cc3)cc(-c3ccccc3)nc2n(C)c1=O	6.2%	x	-1.9%	-1.5%	2.0%	0.4%	0.2%	9.6%[10 µM]
12	CCN(CC)C(=O)C(C)N(C#N)c1nc(Cl)nc(N(C)C)n1 (configuration not stated)	2.0%	11.2%	-5.0%	0.7%	-3.1%	-4.9%	17.9%	15.7%[10 µM]
13	COc1ccc(-n2c(=S)[nH]c3cc(C(=O)Nc4cc(OC)c(OC)c(OC)c4)ccc3c2=O)c(OC)c1	-8.2%	-13.6%	u	x	-4.6%	-9.8%	-10.9%	-101.2%[inhibitor]
14	O=C(Cc1ccccc1)Nc1sc2c(c1C(=O)Nc1ccccc1Cl)CCCC2	-5.3%	x	-5.9%	x	x	u	-8.7%[76.3 µM]	x
15	Cc1ccc([N+](=O)[O-])cc1NC(=O)Nc1ccc(S(N)(=O)=O)cc1	-14.3%	-0.9%	u	-3.3%	5.8%	-5.7%	-2.1%	13.8%[10 µM]
16	CN1C(=O)CSc2ccc(NC(=O)N3CCN(c4ccccc4)CC3)cc21	4.1%	-3.0%	u	1.8%	3.6%	u	-3.3%	-9.5%
17	O=C(CN1CCOCC1)N/N=C/C(Br)=C\c1ccccc1	-4.7%	1.6%	-5.4%	1.8%	7.7%	-13.4%	-20.3%	x
18	COCc1c(C(=O)OC/C(O)=C(\C#N)c2nc3ccccc3[nH]2)oc2ccccc12	-1.3%	8.2%	-8.2%	-4.5%	0.3%	-7.6%	-6.0%	-48.0%[inhibitor]
19	CCCCOC1(c2ccccc2)NC(=S)NN=C1c1ccccc1 (configuration not stated)	3.3%	-6.8%	-8.6%	1.3%	7.1%	-16.8%	-12.4%	13.3%[10 µM]
20	COc1cc2ccccc2cc1-c1nnc(COc2ccccc2)o1	2.0%	3.0%	-7.5%	13.0%	7.7%	1.1%	-28.3%	14.7%
21	CC1(C)CC(=O)C(=CN2CCN(C(=O)c3ccco3)CC2)C(=O)C1	u	-1.3%	-18.6%	6.6%	-2.6%	u	-4.5%	-7.1%
22	CC1C/C(=N/N=C2/NC(=O)CS2)CC(C)(C)C1 (configuration not stated)	-4.5%	0.4%	-1.8%	-11.6%	-7.1%	-7.8%	0.7%	-5.6%
23	CSc1cccc(NC(=O)CN2C(=O)COc3ccc(Cl)cc32)c1	u	x	u	x	x	-6.2%	-11.0%[76.3 µM]	x
24	COc1cccc(CN2C(=O)C3(C(C#N)=C(N)OC4=C3C(=O)CCC4)c3ccccc32)c1 (configuration not stated)	3.7%	-1.7%	-15.4%	-1.5%	-8.5%	-14.5%	6.3%	-5.7%[10 µM]
25	COc1ccc([N+](=O)[O-])cc1N(CC(=O)O)S(C)(=O)=O	-2.8%	11.5%	3.1%	0.0%	-4.2%	5.0%	16.0%	-51.2%[inhibitor]
26	Cc1c(C(=O)Oc2ccc(F)cc2)sc2ncn(Cc3cccc(F)c3)c(=O)c12	u	-2.5%	-2.7%	-6.3%	0.8%	1.5%	6.3%	18.8%[10 µM]
27	Cc1cc(N)c(-n2cc3c(c2-c2ccc(Br)cc2)c(=O)n(C)c(=O)n3C)cc1C	-6.4%	x	-14.7%	x	x	u	7.3%[76.3 µM]	x
28	COc1cc(NC(=S)NCCO)c(OC)cc1Cl	4.4%	x	-6.7%	-2.8%	-6.8%	-5.4%	0.2%	6.7%[10 µM]
29	Cc1ccccc1N1CCN(CCCCN2C(=O)C3CCCN3C2=O)CC1 (configuration not stated)	5.4%	1.2%	3.3%	-0.6%	-10.5%	5.1%	-4.4%	x
30	Cc1c(C)n(CC(O)CN(CCO)CCO)c2ccccc12 (configuration not stated)	-3.9%	-5.8%	-10.7%	1.2%	2.6%	-5.1%	-13.2%	-22.0%

Gathered by group, the compounds so far containing a cyano group
#	canonical_smiles	Tau fibril FP	GAA inh	Tau fluor cs	GAA spleen mod	GLA spleen mod	Tau fibril ThT	GAA glycogen mod	HTT cytoprotect
3	N#CCSc1ncccc1-c1nc2ccccc2[nH]1	-3.8%	0.6%	-10.9%	0.6%	-9.2%	-2.3%	1.5%	2.8%[10 µM]
12	CCN(CC)C(=O)C(C)N(C#N)c1nc(Cl)nc(N(C)C)n1 (configuration not stated)	2.0%	11.2%	-5.0%	0.7%	-3.1%	-4.9%	17.9%	15.7%[10 µM]
18	COCc1c(C(=O)OC/C(O)=C(\C#N)c2nc3ccccc3[nH]2)oc2ccccc12	-1.3%	8.2%	-8.2%	-4.5%	0.3%	-7.6%	-6.0%	-48.0%[inhibitor]
24	COc1cccc(CN2C(=O)C3(C(C#N)=C(N)OC4=C3C(=O)CCC4)c3ccccc32)c1 (configuration not stated)	3.7%	-1.7%	-15.4%	-1.5%	-8.5%	-14.5%	6.3%	-5.7%[10 µM]

(continued)
#	canonical_smiles	Tau fibril FP	GAA inh	Tau fluor cs	GAA spleen mod	GLA spleen mod	Tau fibril ThT	GAA glycogen mod	HTT cytoprotect
31	Cc1ccc(Cl)cc1N1CCN(C(=O)Cc2ccc(-n3c(=O)[nH]c4ccsc4c3=O)cc2)CC1	-0.3%	7.7%	-19.8%	-3.2%	5.1%	-9.0%	11.7%	23.5%[10 µM]
32	Cn1c(SCC(=O)NC2CCCCC2)nnc1-c1cc2ccccc2o1	2.0%	-5.2%	-6.1%	-4.6%	-2.0%	-17.5%	3.9%	-12.0%
33	CN(CC(=O)NCc1ccccc1Cl)CC(=O)Nc1cccc(F)c1	-8.7%	-3.9%	-14.1%	4.8%	9.8%	-7.8%	10.2%	-4.6%
34	COC(=O)C1=C(C)NC(=S)NC1c1sccc1C (configuration not stated)	u	-0.9%	8.8%	x	-0.3%	4.8%	-9.3%	u
35	CCn1nc(C(=O)OCC(=O)N2CC(=O)Nc3ccccc32)c2ccccc2c1=O	4.2%	-5.0%	-7.8%	4.2%	-1.4%	-11.3%	-0.3%	8.8%[10 µM]
36	Cc1cccc(NC(=O)c2oc3ccc(S(=O)(=O)N4CCOCC4)cc3c2C)c1C	4.2%	-3.6%	-4.3%	-14.3%	-3.2%	-3.5%	7.3%	11.0%[0.074 µM]
37	C#CCOc1ccc(-c2nnc(Nc3ccc(NC(C)=O)cc3)c3ccccc23)cc1	6.6%	x	u	x	x	-19.9%	-4.7%[76.3 µM]	x
38	Cc1nn2c(-c3ccccn3)ccnc2c1Br	0.0%	0.7%	-6.8%	x	0.8%	-12.1%	5.5%	-44.9%[inhibitor]
39	COc1ccc2sc(N3C(=O)C4CC=C(C)CC4C3=O)nc2c1 (configuration not stated)	-8.6%	5.9%	-19.2%	6.9%	3.8%	u	-3.3%	19.7%[10 µM]
40	O=C(Nc1nccs1)c1ccc(Br)c(S(=O)(=O)N2CCOCC2)c1	-5.2%	-7.7%	-8.4%	-9.9%	-7.9%	-9.0%	-4.6%	-4.8%[10 µM]
41	CCOC(=O)C(NC(C)=O)C(OC(C)=O)c1cccc([N+](=O)[O-])c1 (configuration not stated)	5.7%	12.3%	7.1%	-2.6%	-18.2%	1.0%	-5.0%	-1.8%
42	CC(=O)Nc1cccc(C2=CC(c3ccco3)n3ncnc3N2)c1 (configuration not stated)	-2.7%	-4.9%	-8.2%	-12.1%	2.2%	u	2.1%	-62.7%[inhibitor]
43	COc1ccc(C2C(C(=O)NCC3CCCO3)CCC(=O)N2c2ccc3c(c2)OCO3)cc1 (configuration not stated)	4.1%	-4.9%	1.9%	-6.3%	3.0%	1.2%	1.5%	27.9%
44	CCCCCCCSc1nsc(N)n1	-9.8%	-0.6%	-9.7%	2.5%	4.1%	-3.1%	-5.2%	15.1%[10 µM]
45	CCN1CCN(CC(=O)N2N=C(c3cccs3)CC2c2ccc(F)cc2)C(=O)C1=O (configuration not stated)	4.5%	-1.2%	-5.9%	x	0.5%	-11.3%	7.4%	-23.9%
